# Screens from PubChem BioAssay.
# CHRM1 PAM = positive allosteric modulators of human M1 muscarinic receptor; P11229; CHO-K1 hM1, Fluo-8 calcium fluorescence, ACh EC20; 0% = ACh EC20, 100% = maximal ACh; activation, % at 3 µM; 360,000 tested, 0.088% active; in the data active means activation above about 19%, passing the limit was not always enough
# Target sequence (P11229 whole entry, looked up): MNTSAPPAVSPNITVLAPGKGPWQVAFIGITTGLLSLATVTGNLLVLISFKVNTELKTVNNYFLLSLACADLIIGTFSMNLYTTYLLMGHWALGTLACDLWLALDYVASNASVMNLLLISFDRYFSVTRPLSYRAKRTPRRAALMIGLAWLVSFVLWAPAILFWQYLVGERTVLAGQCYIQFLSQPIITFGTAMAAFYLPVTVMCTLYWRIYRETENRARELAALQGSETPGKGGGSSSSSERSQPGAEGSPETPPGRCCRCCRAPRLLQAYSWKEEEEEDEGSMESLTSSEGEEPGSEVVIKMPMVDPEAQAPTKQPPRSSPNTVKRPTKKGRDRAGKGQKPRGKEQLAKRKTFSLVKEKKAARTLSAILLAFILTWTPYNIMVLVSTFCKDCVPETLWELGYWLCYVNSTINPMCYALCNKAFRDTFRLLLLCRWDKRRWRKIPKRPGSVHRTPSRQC
# M1 antag = antagonists of human M1 muscarinic receptor; CHO-K1 hM1, Fluo-8 calcium fluorescence, ACh EC80 antagonist; inhibition, % at 3 µM; 360,000 tested, 1.3% active; AID 588852;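 active means percent inhibition above its own plate's cutoff, namely the mean of that plate's compound wells plus 3 SD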;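 further: peak over basal fluorescence ratio during 140 s after agonist addition; 0% = ACh EC80 plus DMSO and 100% = DMSO alone without agonist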
# TAAR1 agonist = agonists of human TAAR1; Q96RJ0; CHO RD-HGA16 TAAR1, Fluo-8 calcium fluorescence; vehicle wells 0%, saturating PEA agonist 100%; activation, % at 3 µM; 360,000 tested, 0.99% active;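 active means activation above the mean activation of all test compounds in the run plus 3 SD, cut at about 38% in these data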
# Target sequence (Q96RJ0 whole entry, looked up): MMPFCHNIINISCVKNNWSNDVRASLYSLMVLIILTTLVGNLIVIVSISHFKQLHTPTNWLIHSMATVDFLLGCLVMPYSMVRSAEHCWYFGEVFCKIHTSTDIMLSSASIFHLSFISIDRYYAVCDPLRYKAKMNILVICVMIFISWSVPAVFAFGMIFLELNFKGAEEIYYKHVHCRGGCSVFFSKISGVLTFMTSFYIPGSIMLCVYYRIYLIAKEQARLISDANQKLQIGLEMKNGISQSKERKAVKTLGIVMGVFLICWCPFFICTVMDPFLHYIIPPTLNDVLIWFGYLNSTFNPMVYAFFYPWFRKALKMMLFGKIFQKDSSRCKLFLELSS
#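 Test system: RD-HGA16 (CHO) cells co-expressing Gα16 and hTAAR1 / Benchmarks: DMSO vehicle as 0%, PEA at EC100 as 100% / Repeats: no replicates (n 1) / Measure: % activation from peak over basal fluorescence ratio, DMSO-to-PEA scaled / Timing: 17-24 h plating, Fluo-8 75 min 37 °C, 30 min RT / Technique: kinetic Fluo-8 calcium fluorescence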
# CHO parental Ca = signal in parental CHO cells, OX1R antagonist counter-screen | inhibition, % at 5.6 µM | 330,000 tested, 0.63% active | parental CHO-K1, ATP-induced calcium, Fluo-8 fluorescence;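 active means inhibition above that plate's mean sample inhibition plus 3 SD, cut at about 26% in these data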;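 further: 0% = ATP-challenged DMSO wells and 100% = DMSO wells without ATP; some compounds past the cut are filed as inactive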
#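 material = parental CHO cells | also added = ATP as calcium-mobilizing challenge | dosing = single point at 5.6 µM | detection = intracellular calcium via Fluo-8 no-wash fluorescent dye | read-out = % inhibition | benchmarks = low control ATP plus DMSO, high control DMSO only | repeats = one well per compound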
# CHRM1 agonist = agonists of human M1 muscarinic receptor; P11229; CHO-K1 hM1, Fluo-8 calcium fluorescence, agonist mode; 0% DMSO, 100% acetylcholine EC100; activation, % at 3 µM; 360,000 tested, 0.33% active; AID 588814;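 active means activation above the run's mean compound activation plus 3 SD, cut at about 16% in these data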;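 further: peak over basal fluorescence ratio within a 140 s kinetic read after compound addition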
# CHO-K1 Ca antag = nonselective inhibitor or artifact in parental CHO-K1 cells; ATP-induced calcium, Fluo-8 fluorescence; inhibition, % at 3 µM; 360,000 tested, 0.6% active;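 active means inhibition above a per-plate cutoff, the plate's mean sample inhibition plus 3 SD, cut at about 24% in these data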;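 further: 0% = DMSO plus EC80 ATP and 100% = DMSO alone without ATP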
# CHO-K1 Ca PAM = M1 PAM counterscreen hit in parental CHO-K1 cells; ATP EC20, Fluo-8 calcium fluorescence; 0% at ATP EC20, 100% at ATP max; activation, % at 3 µM; 360,000 tested, 0.02% active;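 active means activation above the run cutoff, the mean activation of all test compounds plus 3 SD, cut at about 40% in these data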;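 further: peak over basal fluorescence ratio in a 140 s read after ATP addition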
# TAAR1 antag = human TAAR1 antagonism; Q96RJ0; CHO RD-HGA16 TAAR1, Fluo-8 calcium fluorescence, antagonist; inhibition, % at 3 µM; 360,000 tested, 1.5% active;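 active means inhibition above a per-plate cutoff, the mean inhibition of test compounds on that plate plus 3 SD, cut at about 49% in these data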;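 further: 0% = DMSO plus EC80 beta-PEA response and 100% = DMSO alone without agonist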
#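 Assay system: RD-HGA16 CHO cells with stable hTAAR1 and Gα16 / Reagent: EC80 β-phenethylamine stimulus / Doses: 3 µM, single point / Timing: dye loading 75 min at 37 °C, then 30 min room temperature / Measured by: Fluo-8 intracellular calcium dye fluorescence, real-time kinetic reads / Controls: vehicle wells and EC80 agonist wells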
# M1 ag parental = counter-screen for M1 agonists: effect in parental CHO-K1 cells; Fluo-8 calcium fluorescence; scaled to maximal ATP response, vehicle zero; activation, % at 3 µM; 360,000 tested, 0.48% active; AID 602248; in the data active means activation above about 15%;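 further: untransfected CHO-K1 host cells lacking M1 receptor as counterscreen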
# Starred values were filed as active, the others as inactive; . = no result given.
# Order of values: CHO-K1 Ca antag	CHRM1 PAM	CHO parental Ca	CHO-K1 Ca PAM	CHRM1 agonist	M1 ag parental	TAAR1 agonist	M1 antag	TAAR1 antag
- CCC(C)(C)C1CCc2[nH]nc(C(=O)NN)c2C1 (stereo not given)
→ 5	12	-20	-19	-4	-0.2	3	-10	-47
- COCCCNC(=O)c1ccc(C(=O)NCCCOC)cc1
→ -18	5	-3	6	-3	0.3	7	-7	-2
- O=C(CSCc1cnn(-c2ccccc2)c1-n1cccc1)NCc1ccc2c(c1)OCO2
→ -12	3	.	19	-4	0.4	5	-13	-13
- Cc1ccc(C2(c3noc(CN(C)Cc4cnn(C)c4)n3)CCCC2)cc1
→ 0	-1	-10	-8	-14	-0.1	9	-7	7
- C=CCNC(=S)N1CCN(c2ccc([N+](=O)[O-])cc2)CC1
→ -8	-1	4	13	-5	8.4	3	-9	19
- CCOc1ccc(-c2c(=O)n(OCc3nc4ccccc4[nH]3)c3ccccc3[n+]2[O-])cc1
→ 2	-5	-30	-2	-3	2.5	10	13	14
- CC1(C)c2[nH]c3ccccc3c2C[C@H]2C(=O)N(Cc3cccc(F)c3)C(=O)N21
→ -6	9	-6	-11	3	1.5	12	-6	19
- COc1ccccc1N1CCN(CCCCN2C(=O)c3ccccc3C2=O)CC1
→ -10	1	-19	17	-6	1.1	2	-32	-42
- Cc1nc2cc(C)c(C)cc2s1
→ -10	10	-3	12	0	-0.3	5	-11	-7
- O=C(O)CN=C1CC(c2ccccc2)CC(=O)/C1=C(/O)CCCN1C(=O)c2ccccc2C1=O (stereo not given)
→ -10	5	-10	24	-5	1.9	15	-6	-10
- Cc1ccc(S(=O)(=O)CC(=O)N2CCN(c3ccc(F)cc3)CC2)cc1
→ 0	11	-7	15	0	1.3	0	-15	-10
- O=S(=O)(c1ccc2oc3ccccc3c2c1)N1CCCC1
→ -10	2	-30	25	-1	3.2	16	-16	3
- CN(CC(=O)Nc1cccc(F)c1)C(=O)c1cc(-c2ccccc2)nc2ccccc12
→ 0	-3	-5	-11	-2	3.0	5	12	72*
- O=C1CCCC/C1=C\Nc1ccc(S(=O)(=O)Nc2cnc3ccccc3n2)cc1
→ -18	10	-8	-2	-3	1.0	1	-17	-41
- O=C(Cn1ccc2ccccc2c1=O)NCCC(=O)NC1CCN(Cc2ccccc2)CC1
→ 12	-4	1	-4	-3	-0.5	-1	13	-1
- CCCN(CC(=O)Nc1ccccc1OC)C(=O)c1ccc2c(c1)NC(=O)C(C)S2 (stereo not given)
→ -11	-4	-23	10	-4	5.0	15	8	12
- CN(CC(=O)NCC1CCCO1)S(=O)(=O)c1cc(Cl)ccc1Cl (stereo not given)
→ -12	1	-7	17	-4	0.5	4	0	4
- CCCn1nc(NS(=O)(=O)c2cccc3nonc23)c2cc3ccccc3nc21
→ -17	11	-10	8	-4	0.0	-2	-11	-6
- Cc1ccc(C)c(Cn2c(CN(C)Cc3ccccc3)nc3c2c(=O)n(C)c(=O)n3C)c1
→ -3	0	-32	8	-7	1.0	-1	-7	-16
- Oc1cccc2ccc(/C=C/c3cccs3)nc12
→ -4	2	18	15	-6	0.1	4	-5	18

# One compound at a time (already shown). Order of values: CHO-K1 Ca antag, CHRM1 PAM, CHO parental Ca, CHO-K1 Ca PAM, CHRM1 agonist, M1 ag parental, TAAR1 agonist, M1 antag, TAAR1 antag
# Profile of `COCCCNC(=O)c1ccc(C(=O)NCCCOC)cc1` = -18, 5, -3, 6, -3, 0.3, 7, -7, -2
# Profile of `CCC(C)(C)C1CCc2[nH]nc(C(=O)NN)c2C1` (stereo not given) = 5, 12, -20, -19, -4, -0.2, 3, -10, -47
# Profile of `C=CCNC(=S)N1CCN(c2ccc([N+](=O)[O-])cc2)CC1` = -8, -1, 4, 13, -5, 8.4, 3, -9, 19

# (more compounds)
# Order of values: CHO-K1 Ca antag	CHRM1 PAM	CHO parental Ca	CHO-K1 Ca PAM	CHRM1 agonist	M1 ag parental	TAAR1 agonist	M1 antag	TAAR1 antag
- Cc1cc(C)cc(N2C(=O)CSC2c2ccccn2)c1 (stereo not given)
→ -23	8	0	8	-6	0.6	5	-8	-13
- O=C(O)C1CCN(S(=O)(=O)N2CCOCC2)CC1
→ 1	30*	-3	3	-3	-0.1	8	10	-8
- COc1ccc2[nH]cc(CCNC(=O)c3ccc4ccccc4n3)c2c1
→ -6	6	-7	11	-3	2.2	6	-14	28
- COc1cccc(C2CC(c3c(-c4ccccc4)c4cc(Cl)ccc4[nH]c3=O)=NN2S(C)(=O)=O)c1OC (stereo not given)
→ 11	13	-9	13	4	-0.5	20	2	-20
- CC(C)(C)NC(=O)C[C@H]1C[C@H](C(=O)N2CCOCC2)[C@@]2(C)c3[nH]c4cc(-c5ccco5)ccc4c3CCN2C1=O
→ -14	16	-25	27	-1	1.9	.	-23	.
- CCc1ccc(C(C)(O)C(CN2CCOCC2)c2ccccc2)cc1 (stereo not given)
→ -10	11	-18	16	-6	1.0	0	-4	0
- O=C(COc1ccccc1Cl)Nc1ccc(Cl)cn1
→ -1	1	-14	10	-5	-0.1	9	1	-2
- O=C(CCCC(=O)n1cnc2ccccc21)n1cnc2ccccc21
→ -6	9	0	18	-4	0.5	8	-11	1
- Cc1c(Cl)cccc1NC(=S)NCc1ccccc1Cl
→ 2	-21	-10	5	-7	4.9	2	13	30
- CC(Nc1ccc(Br)cc1)C(=O)NC(=O)NC1CCCCC1 (stereo not given)
→ -8	2	.	15	-6	1.4	0	-9	-29
- CO/N=C\CC(=O)Nc1ccc(Cl)cc1Cl
→ 14	0	-16	-8	-6	-0.6	0	2	-7
- COc1ccc(CNC(=O)C23CC4CC(CC(Br)(C4)C2)C3)cc1
→ -14	10	-24	-9	-2	-0.2	0	-14	-12
- Cc1ccc(C)c(Cn2c(=O)n(CCC(=O)NCc3ccco3)c(=O)c3sccc32)c1
→ -7	4	-12	21	-3	0.9	9	1	-16
- Cc1cccc(N2C(=O)c3cccc(Oc4ccc(Cl)cc4)c3C2=O)c1
→ -9	11	-11	36	6	6.0	38*	-5	26
- CC1(C)CC(=O)CC2(C1)NCC(c1ccccc1Cl)c1c2[nH]c2ccccc12 (stereo not given)
→ -17	-4	-4	4	-8	0.5	7	11	-16
- CCOC(=O)c1ccccc1NC(=O)COC(=O)C(Cc1c[nH]c2ccccc12)NC(C)=O (stereo not given)
→ 9	-2	.	-7	1	2.2	6	2	-1
- COc1ccccc1-c1cnc2c(c1)C(=O)N([C@@H](C)CO)C[C@@H](C)[C@@H](CN(C)C(C)=O)O2
→ 8	14	.	-10	2	-0.1	1	-13	-7
- O=C(CNC(=O)c1ccc(Br)cc1)NCc1cccnc1
→ -19	11	-12	10	6	1.2	-1	-10	8
- COc1ccccc1N1CCN(S(=O)(=O)c2ccc3c(c2)oc(=O)n3C)CC1
→ -6	12	-1	13	-3	0.2	2	-22	-1
- COc1ccc(S(=O)(=O)NCC2CCCO2)cc1NC(=O)c1ccccc1 (stereo not given)
→ -11	1	-13	9	-3	0.8	5	0	-16
- COc1ccc(Cl)cc1N1C(=O)CN(Cc2cc(OC)c(OC)c(OC)c2)C1=S
→ 0	5	-16	-4	-4	0.3	6	-1	-8
- O=P(c1ccccc1)(c1ccccc1)C(O)c1cccs1 (stereo not given)
→ -9	9	.	10	-5	0.1	4	-16	-19
- COc1ccc(NC(=O)N(C)C[C@H]2Oc3c(NC(=O)Nc4ccc(C(F)(F)F)cc4)cccc3C(=O)N([C@H](C)CO)C[C@@H]2C)cc1
→ 9	-13	-6	-9	-1	6.4	31	29	73*
- COc1ccc(N2CCN(S(=O)(=O)c3c(C)nc4scc(C)n4c3=O)CC2)cc1
→ -11	19	-10	12	1	3.8	11	-14	-17
- Cc1ccc(S(=O)(=O)N(C)CC(=O)N2CCCc3ccccc32)cc1
→ -4	6	-9	-6	-2	0.7	0	-10	4
- O=C(CSc1nc2c(c(=O)n1-c1ccc(Cl)cc1)SCC2)Nc1ccc2c(c1)OCCO2
→ 0	8	-4	15	-2	-0.5	2	-6	-27
- O=C(CCCC(=O)N(CC(=O)NC1CCCCC1)CC1CCCO1)Nc1ccccn1 (stereo not given)
→ 17	-4	-19	-4	-1	-0.5	8	0	-7
- CCOC(=O)C1(Cc2ccccc2)CCCN(Cc2cccc(C(C)=O)c2)C1 (stereo not given)
→ 1	4	-21	5	-5	16*	4	3	16
- COc1ccc(-c2csc3ncn(-c4ccccc4OC)c(=O)c23)cc1OC
→ -15	1	-13	9	-3	1.7	3	1	-4
- CC(C)(C)NC(=O)NC(=O)CN1CCN(c2ccccc2)CC1
→ -15	11	0	15	-4	0.5	4	-10	-17
- CN(C)c1cc(-c2ccc(Br)cc2)oc(=O)c1Cl
→ -1	8	-16	3	-7	1.1	-2	-10	12
- COc1ccccc1CNC(=O)COC(=O)c1cccnc1SCC(=O)NCc1ccccc1OC
→ -1	-10	-18	6	-3	5.7	13	22	75*
- COC(=O)CC1(C(=O)OC)Oc2ccc(Br)cc2C(=O)N1c1cc(Cl)cc(Cl)c1 (stereo not given)
→ -1	13	-18	-1	-2	1.0	1	-17	2
- Cc1nn(-c2ccccc2)c(C)c1NC(=O)COC(=O)CCc1ccccc1
→ -3	1	-6	-2	-1	3.7	6	-3	12
- COCCn1nnnc1C(c1ccccc1OC)N1CCc2ccccc2C1 (stereo not given)
→ -2	-3	-1	24	-9	0.3	9	1	3
- CCOc1ccc2[nH]cc(C(=O)O)c(=O)c2c1
→ -16	-4	-9	-5	-2	0.3	9	7	2
- COc1ccc(/C=N/Nc2nncc3ccccc23)cc1
→ 4	10	-8	-1	-3	0.8	3	-2	3
- CCn1nc(C)c(/C=N\NC(=O)c2cccc(OC)c2)c1C
→ -3	-2	-8	20	-3	1.1	1	10	3
- COc1ccccc1Cc1c(-c2ccco2)nc2ccc(C)cn12
→ -5	14	.	8	-4	0.5	3	-40	12
- c1cncc(-c2nnc(SCc3cccc4ccccc34)o2)c1
→ -5	-4	-10	11	-9	0.1	6	2	-11
- Cc1nc2ccccc2n2c(-c3ccccc3)c3c(=O)n(C)c(=O)n(C)c3c12
→ -1	2	-16	14	-5	0.1	8	-24	-15
- C=CCN1C(=O)c2ccc(C(=O)Nc3ccccn3)cc2C1=O
→ -9	13	-8	16	-1	1.2	1	-9	-1
- C=CCn1c(SCC(=O)Nc2ccc(C(=O)OCC)cc2)nnc1-c1sc(N)nc1C
→ 0	-4	0	1	-4	-0.3	0	8	7
- CCOC(=O)c1ccccc1NC(=O)CSC(C)C(=O)Nc1cc(C)on1 (stereo not given)
→ 2	11	-14	8	-5	0.7	-1	-16	-12
- CCN=C1SC(CC(=O)NCc2ccccc2)C(=O)N1CC (stereo not given)
→ -7	8	-4	15	-7	0.7	0	0	-6
- Cc1ccc(NC(=O)CCC(=O)c2cccs2)cc1
→ 19	11	-4	-7	-4	0.1	5	-8	7
- Cc1ccc(NS(=O)(=O)Cc2ccccc2)cc1Cl
→ -12	6	-8	30	-6	1.9	2	-13	15
